High-throughput results (PubChem BioAssay)
BRCA1 expr up: activators of BRCA1 expression; MCF7-BRCA1-FFLuc reporter, luminescence, 48 h; response scale: scaled: vehicle 0%, 10 µM genistein 100%; Potency, µM (doses to about 46.1 µM), without a hit: at the highest dose activation, hits mostly activators; 380,000 tested, 1.1% active; AID 624202; note: potency is the fitted concentration of half-maximal effect; nearly all actives have a fitted effect of over 80% in size; some results filed as inactive show a strong effect at the top dose
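Quantitative HTS in MCF7 cells stably reporting BRCA1 expression via firefly luciferase. Compound treatment lasts 48 h at 37 °C in phenol-red free MEM. Activation is expressed relative to genistein at 10 microM and DMSO.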
ELG1 genotox: induces genotoxicity in HEK293T cells with luciferase-tagged ELG1 | 330,000 tested, 1.3% active | AID 504466 | HEK293T ELG1-luciferase reporter, luminescence, 16 h | Potency, µM (top dose mostly 46 µM), without a hit: top-dose activity change, positive = activation, most hits filed as activators; note: potency is the fitted concentration of half-maximal effect; % of control where 0% means no effect; nearly all actives have a fitted effect of over 60% in size
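Step 1: seed 2,000 HEK293T ELG1-luciferase cells per well. Step 2: add compound or DMSO, incubate 16 hr at 37 °C. Step 3: ONE-Glo, 30 min at room temperature, read luminescence.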
B2AR arrestin: agonists driving beta-arrestin recruitment to human beta2-adrenergic receptor; beta-arrestin recruitment to beta2AR, cell-based reporter; 330,000 tested, 0.02% active; Potency, µM (highest dose often 46.1 µM), for the others: at the top dose activation, actives largely listed as activators;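 note: potency is the fitted concentration of half-maximal effect; 0% = DMSO controls and full agonism = EC100 isoproterenol or metaproterenol; nearly all actives have a fitted effect of over 65% in size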
Target sequence (P07550 whole entry, looked up): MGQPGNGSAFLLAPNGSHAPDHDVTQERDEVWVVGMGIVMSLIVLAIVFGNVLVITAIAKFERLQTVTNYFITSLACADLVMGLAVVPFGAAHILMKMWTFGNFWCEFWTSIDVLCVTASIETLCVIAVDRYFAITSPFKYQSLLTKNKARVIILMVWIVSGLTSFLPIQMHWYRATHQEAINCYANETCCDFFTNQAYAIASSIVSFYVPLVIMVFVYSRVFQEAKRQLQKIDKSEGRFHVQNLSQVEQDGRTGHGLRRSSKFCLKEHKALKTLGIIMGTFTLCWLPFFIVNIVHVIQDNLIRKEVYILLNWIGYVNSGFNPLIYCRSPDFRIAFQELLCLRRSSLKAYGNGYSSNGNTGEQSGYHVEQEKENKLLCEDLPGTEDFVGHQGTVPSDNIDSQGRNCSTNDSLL
Eya2 phos inh: Eya2 (human) phosphatase inhibition | 330,000 tested, 0.006% active | Potency, µM (series often up to 76.9 µM), for inactives: top-dose activity, negative = inhibition, most hits filed as inhibitors | O00167 | recombinant Eya2, OMFP fluorescence dephosphorylation (OMFP is methylfluorescein phosphate); note: potency is the fitted concentration of half-maximal effect; % is set by controls: 0 for no effect and ±100 for the full control effect
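Eya2 (0.2 uM) preincubated 10 min at ambient with compound, then OMFP substrate added at 50 uM; 10 min reaction in 50 mM HEPES pH 7.5, 50 mM NaCl, 5 uM MgCl2, 0.05% BSA, 1 mM DTT. Fluorescence read at Ex 485/Em 525 nm.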
TRPV1 agonist: agonists of human vanilloid receptor 1 (TRPV1); Q8NER1; TRPV1-expressing cells, Fluo-8 calcium influx, agonist mode; activation, % at 8.33 µM; 320,000 tested, 0.19% active; in the data active = activation above about 80%; inconclusive = between about 30% and that limit; note: 0% is about no effect
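Fluo-8 calcium influx in TRPV1-expressing cells, kinetic read (ex 480/em 520 nm). Compound added and read 3 min for agonist activity, followed by capsaicin at EC20 final and 2 min further read for enhancement.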
PTAP TSG101 blk: blocks PTAP/TSG101 interaction to inhibit HIV-1 budding; Potency, µM (doses to about 115 µM), inactives show at the highest dose activity change, negative = inhibition, usual class: inhibitors; Fluorescence polarization, FITC-PTAP peptide / Tsg101 binding; 340,000 tested, under 10 active; AID 493005; Q99816; active = well fitted inhibition curve with a large enough effect in the main read-out, with a control signal flat, not every such curve was filed as active; inconclusive = small, poorly fitted or top-dose-only effect, or effect the other way, or a change in a side signal; inactive = no such curve, though single readings can be large or run the other way; note: potency is the fitted concentration of half-maximal effect; % of control where 0% means no effect
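Tsg101 binding domain (10 uM final) was mixed with compound and a FITC-labeled PTAP peptide (50 nM final) in HEPES pH 7.5 buffer with NaCl, Tween 20, EDTA and TCEP; fluorescence polarization was read after 20 min at r.t.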
a7 integrin act: activates integrin-mediated alleviation for muscular dystrophy; alpha7betagal myoblasts, beta-gal FDG fluorescence, 48 h; 350,000 tested, 0.064% active; Potency, µM (doses to about 38.3 µM), without a hit: at the top dose activation, most hits filed as activators;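 note: potency is the fitted concentration of half-maximal effect; 100% = response of the positive control SU9516; nearly all actives have a fitted effect of over 60% in size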
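Alpha7betagal+/- myoblasts (passage 13) were plated 16-24 hr, then exposed to compounds (1:260 dilution of DMSO stock) for 48 hours at 37C. After MPER lysis, β-galactosidase reporter activity was read as FDG fluorescence (ex 480/em 540) after 30 minutes.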
USP2a block: inhibitors of human ubiquitin-specific protease USP2a | USP2 core, Ub-CHOP2 coupled fluorogenic reporter, 485/531 | Potency, µM (highest dose often 38.3 µM), without a hit: at the top dose activity change, negative = inhibition, actives largely listed as inhibitors | 330,000 tested, 0.01% active | AID 463254;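 note: potency is the fitted concentration of half-maximal effect; plate controls were DMSO wells for no effect and full inhibition by NEM control for full effect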
Target sequence (O75604 whole entry, looked up): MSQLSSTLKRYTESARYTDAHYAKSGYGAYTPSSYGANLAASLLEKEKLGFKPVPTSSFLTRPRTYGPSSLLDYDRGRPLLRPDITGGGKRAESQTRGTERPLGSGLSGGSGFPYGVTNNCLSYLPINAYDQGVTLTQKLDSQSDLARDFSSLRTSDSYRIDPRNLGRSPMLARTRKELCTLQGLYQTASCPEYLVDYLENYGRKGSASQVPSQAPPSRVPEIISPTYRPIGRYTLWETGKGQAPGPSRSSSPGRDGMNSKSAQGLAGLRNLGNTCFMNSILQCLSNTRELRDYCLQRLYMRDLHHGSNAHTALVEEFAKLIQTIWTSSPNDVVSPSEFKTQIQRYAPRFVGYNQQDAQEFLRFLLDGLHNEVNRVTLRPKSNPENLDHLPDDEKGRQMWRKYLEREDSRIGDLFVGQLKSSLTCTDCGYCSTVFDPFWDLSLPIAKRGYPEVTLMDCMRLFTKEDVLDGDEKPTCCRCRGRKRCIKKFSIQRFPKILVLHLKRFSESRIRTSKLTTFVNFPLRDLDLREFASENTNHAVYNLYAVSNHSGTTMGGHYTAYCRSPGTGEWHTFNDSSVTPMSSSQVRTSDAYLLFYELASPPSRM
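Deubiquitinase activity read as fluorescence (485/531 nm) after Ub-CHOP2 cleavage activates the enterokinase reporter on its substrate; USP2 core 10nM, Ub-CHOP2 and substrate 25nM each, 30min compound preincubation then 60min RT; data normalized to NEM, curves fitted.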
uPA generation: blocks generation of uPA at the cell surface | cell surface uPA generation assay, qHTS | Potency, µM (doses to about 38.3 µM), without a hit: top-dose activity change, negative = inhibition, hits mostly inhibitors | 330,000 tested, 0.31% active | AID 540303; active = well fitted inhibition curve with a large enough effect; inconclusive = small, poorly fitted or top-dose-only effect; inactive = no such curve, though single readings can be large or run the other way; tested in mouse RAW 264.7 cells; note: potency is the fitted concentration of half-maximal effect; % is set by controls: 0 for no effect and ±100 for the full control effect; nearly all actives have a fitted effect of over 55% in size
ASM inhibitor: inhibitors of human secretory acid sphingomyelinase. placental ASM, HMU-PC fluorogenic substrate, 60 min. Potency, µM (doses to about 57.5 µM), without a hit: at the highest dose activity change, negative = inhibition, usual class: inhibitors. 340,000 tested, 0.006% active; note: potency is the fitted concentration of half-maximal effect
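Human placenta-derived ASM enzyme was preincubated with compound for 10 minutes at room temperature, then given fluorogenic substrate HMU-PC0 (9 uM final) for 60 minutes at 37 °C; a pH 10 stop preceded fluorescence reading at Ex 386/Em 447 nm.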
p53 reactivator: mutant p53 re-activation in reporter cells. H1299 p53-A138V BP100-luciferase reporter, luminescence, 24 h. Potency, µM (top dose mostly 92.2 µM), inactives show at the highest dose activity change, positive = activation, hits mostly activators. 320,000 tested, 0.063% active; note: potency is the fitted concentration of half-maximal effect; % of control where 0% means no effect; nearly all actives have a fitted effect of over 45% in size
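p53-null H1299 cells stably carrying temperature-sensitive p53-A138V and a BP100-luciferase reporter were pinned with compounds (4-point, 1:5 series) and held 24 hrs at 37 deg C. Luminescence was read 10 min after detection reagent.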
The depositor's hits bear a star; ? = inconclusive; . = no result given; [ ] = another dose, or the depositor's remark. Unless noted, calls come from the whole dose curve; as a rule, active = well fitted curve in the direction sought with a large enough effect; inconclusive = small, poorly fitted or top-dose-only effect, or another doubt; inactive = no such curve, though single readings can be large; an effect the other way counts as inactive or inconclusive.

entry | mol | BRCA1 expr up | ELG1 genotox | B2AR arrestin | Eya2 phos inh | TRPV1 agonist | PTAP TSG101 blk | a7 integrin act | USP2a block | uPA generation | ASM inhibitor | p53 reactivator
1 | N/C(Cn1cncn1)=N\NC(=O)c1ccc(Cl)cc1Cl | -1% | -3% | -0.2% | 2% | -2 | 0% | 1% | 2% | -2% | 7% | -2%
2 | COc1ccc(N(CC(=O)Nc2cc(OC)ccc2OC)S(=O)(=O)c2c(C)nn(C)c2C)cc1 | -21% | -3% | 0.0% | -1% | . | -5% | -1% | 2% | 0% | -2% | -6%
3 | COC(=O)C1=C(CSc2nncn2C)NC(=O)NC1c1ccc(F)cc1 (centres undefined) | 3% | 4% | -0.7% | -7% | 2 | -6% | 0% | 4% | . | 3% | 11%
4 | COc1cc(CNC2CCCCCC2)cc(OC)c1 | -22% | 0% | -0.5% | -18% | -1 | 2% | 24% | 2% | -1% | 2% | -1%
5 | COC(=O)c1cc(C(=O)N2CCN(c3ccccc3OC)CC2)cc([N+](=O)[O-])c1 | -31% | 0% | 0.0% | 4% | 2 | -8% | -14% | 1% | -18% | -2% | 1%
6 | COCCNC(=O)c1ccc(S(=O)(=O)c2ccc(Cl)cc2)c(NC(C)=O)c1 | 0% | -2% | -0.6% | -4% | -1 | -1% | -25% | 1% | -11% | 1% | -4%
7 | Cc1ccc(C(=O)COC(=O)CSc2cccc3cccnc23)c(C)c1 | -20% | . | . | . | . | 0% | -48%[inhibitor] | . | 1% | -5% | .
8 | CCCNS(=O)(=O)c1ccc(OCC(=O)OC)cc1 | 0% | -5% | 0.1% | -3% | -3 | -3% | -2% | 1% | . | -2% | -4%
9 | CCn1c(SCC(=O)NNC(=O)c2ccc(OC)cc2)nnc1C1CC1 | 0% | 1% | 0.1% | 1% | 0 | -3% | 7% | -1% | -1% | -1% | 8%
10 | O=C(NCC(c1cccnc1)N1CCN(c2ccccc2F)CC1)c1ccccc1 (centres undefined) | -24% | 2% | -0.2% | -10% | 9 | -5% | -6% | 4% | 7% | 1% | -7%
11 | COc1ccc2c(c1)C(C1=C(O)CC(C)(C)CC1=O)C1=C(CC(C)(C)CC1=O)O2 (centres undefined) | 5% | 1% | -0.2% | -2% | 0 | 0% | -13% | -2% | . | 1% | 0%
12 | NCCc1c(-c2ccccc2)n(-c2ccccc2)c2ccccc12 | -72% | 0% | 0.1% | -17% | 5 | 1% | -67%[inhibitor] | -3% | 2% | -6% | -16%
13 | Cc1cc(C(=O)N/N=C/c2ccco2)c2ccccc2n1 | -32% | . | -0.5% | 1% | -5 | -2% | 6% | -1% | -7% | 2% | .
14 | O=S(=O)(N/N=C/c1ccc(F)cc1)c1ccccc1 | -18% | 4% | -0.6% | -2% | -5 | 1% | 24% | -1% | 4% | 6% | -1%
15 | O=C(NCCC1CCCCN1S(=O)(=O)c1ccccc1)C(=O)NC1CC1 (centres undefined) | -13% | 1% | 0.0% | 12% | -3 | -3% | 5% | 2% | 15% | -3% | -2%
16 | C=Cc1cccc(NC(=O)c2ccc(NC(=O)c3ccco3)cc2)c1 | 53% | -2% | -0.1% | -4% | 16 | 1% | 7% | 0% | 9% | -19% | -18%
17 | COc1ccc(NC(=O)/C(N=Nc2cc(S(=O)(=O)Nc3ccc(OC)cc3)ccc2OC)=C(\C)O)cc1 | -22% | 11% | -0.1% | -4% | -2 | -7% | ? | 1% | 32%[activator] | 0% | -2%
18 | O=C(C1CC(=O)N(c2ccc3c(c2)OCCO3)C1)N1CCN(c2ccccc2O)CC1 (centres undefined) | -36% | -7% | 0.5% | 7% | 5 | -1% | 22% | -1% | -2% | 1% | -3%
19 | O=C(Nc1ccc(Cl)c(Cl)c1)Nc1cc(C(=O)NC2CC2)ccc1Cl | . | -17% | 0.4% | 8% | 0 | . | . | 5% | . | . | -8%
20 | O=C(OCC(=O)N1c2ccccc2Sc2ccccc21)C1CC(=O)N(Cc2ccco2)C1 (centres undefined) | 3% | -4% | -0.1% | -1% | 8 | -4% | -24% | -2% | . | 1% | 0%
21 | C/C=C(\C)C(=O)NCCN1C2=NC[C@H](C(C)C)N2C[C@@H]1Cc1ccc(OC)cc1 | 13% | -3% | 0.0% | 6% | 6 | -5% | 7% | 0% | -4% | 7% | -1%
22 | CS(=O)(=O)N(CCC#N)Cc1ccco1 | 23% | 25% | 0.0% | ? | -1 | -2% | -4% | 3% | 1% | 1% | -1%
23 | C=CCNC(=O)CC(=O)N/N=C/c1cccc(Br)c1 | 3% | 2% | -0.3% | -2% | -3 | -4% | 6% | -1% | -11% | 1% | 7%
24 | CC1CCCCN1C(=O)c1cc2nc(-c3ccccc3)cc(-c3ccccc3)n2n1 (centres undefined) | 0% | -12% | -0.7% | -4% | 26 | 0% | -63%[inhibitor] | -6% | -7% | 99%[activator] | -4%
25 | CCOC(=O)NC(=O)c1cn(Nc2ncc(Cl)cc2C(F)(F)F)c(=O)[nH]c1=O | -3% | 0% | 4.1% | 0% | -3 | -2% | 43% | -2% | -3% | -4% | -2%

4 entries drawn at random from those above, as already listed:
entry | mol | BRCA1 expr up | ELG1 genotox | B2AR arrestin | Eya2 phos inh | TRPV1 agonist | PTAP TSG101 blk | a7 integrin act | USP2a block | uPA generation | ASM inhibitor | p53 reactivator
17 | COc1ccc(NC(=O)/C(N=Nc2cc(S(=O)(=O)Nc3ccc(OC)cc3)ccc2OC)=C(\C)O)cc1 | -22% | 11% | -0.1% | -4% | -2 | -7% | ? | 1% | 32%[activator] | 0% | -2%
11 | COc1ccc2c(c1)C(C1=C(O)CC(C)(C)CC1=O)C1=C(CC(C)(C)CC1=O)O2 (centres undefined) | 5% | 1% | -0.2% | -2% | 0 | 0% | -13% | -2% | . | 1% | 0%
8 | CCCNS(=O)(=O)c1ccc(OCC(=O)OC)cc1 | 0% | -5% | 0.1% | -3% | -3 | -3% | -2% | 1% | . | -2% | -4%
20 | O=C(OCC(=O)N1c2ccccc2Sc2ccccc21)C1CC(=O)N(Cc2ccco2)C1 (centres undefined) | 3% | -4% | -0.1% | -1% | 8 | -4% | -24% | -2% | . | 1% | 0%

Going on with the list.
entry | mol | BRCA1 expr up | ELG1 genotox | B2AR arrestin | Eya2 phos inh | TRPV1 agonist | PTAP TSG101 blk | a7 integrin act | USP2a block | uPA generation | ASM inhibitor | p53 reactivator
26 | Cc1ccccc1N=C(NO)c1nonc1N | 0% | 1% | 0.1% | -14% | 2 | 1% | -4% | 3% | -3% | -6% | 2%
27 | Cc1ccc(-c2nc3ncccn3c2NC(=O)C2CC2)cc1 | -8% | 1% | -1.1% | -3% | 0 | -7% | 19% | 6% | -5% | 182%[activator] | 3%
28 | Cc1ccc(S(=O)(=O)N(C)C)cc1NC(=O)CN1C(=O)NC(Cc2ccccc2)C1=O (centres undefined) | -1% | 0% | 0.3% | -3% | -1 | -2% | -14% | 0% | -1% | 4% | -5%
29 | COc1ccccc1C(=O)NCc1ccccn1 | 22% | 6% | 0.4% | 3% | -1 | -4% | -1% | -1% | -2% | 4% | -1%
30 | O=C(NCc1ccccc1)C1(C(F)(F)F)CC(CCCO)CCCO1 (centres undefined) | 7% | . | . | . | . | -1% | -1% | . | 1% | -1% | .
31 | CCOC(=O)c1sc2ncnc(N3CCN(C)CC3)c2c1C | 2% | 3% | -0.2% | 3% | -3 | 0% | 5% | 2% | -4% | -10% | -7%
32 | O=C(NC1CCN(S(=O)(=O)c2cccc(Cl)c2)CC1)C1CCCCC1 | 3% | ? | 0.0% | -6% | -1 | 1% | 0% | 1% | 6% | -1% | 8%
33 | O=C(NC1CCCCC1)NC1CC2CCCC(C1)N2C1CCCC1 (centres undefined) | 42% | -1% | -0.8% | 7% | -1 | -6% | 19% | 0% | 0% | 3% | 3%
34 | CCOC(=O)Cc1csc(NC(=O)C2C3C=CC(C3)C2C(=O)O)n1 (centres undefined) | 20% | -1% | -0.1% | 22% | -3 | -9% | -1% | 1% | -1% | 1% | -7%
35 | Cc1cccc(N2CCN(C(=O)C3CC(=O)N(c4ccc5c(c4)OCCO5)C3)CC2C)c1 (centres undefined) | -49% | -7% | 0.1% | -6% | 4 | 1% | -4% | 1% | ? | 0% | -3%
36 | C=CCN(C(=O)c1cccc(C(F)(F)F)c1)C1(C(=O)Nc2ccccc2)CCN(C(C)C)CC1 | 0% | -3% | 0.0% | -6% | -1 | -5% | -18% | -2% | 2% | 0% | 2%
37 | Cc1ccc(OCc2nc(C#N)c(NCc3ccc4c(c3)OCO4)o2)cc1 | -16% | 3% | 0.0% | -6% | 0 | -2% | 37% | -12% | 3% | -8% | 0%
